Screening results as filed in PubChem BioAssay.
KCNK3 inh – human KCNK3 channel inhibitors, primary screen, CHO cells, FluxOR thallium flux, B-score | Potassium channel subfamily K member 3 (Homo sapiens), O14649 | FluxOR fluorescence; stronger effect = lower value | B-score at 10 µM | actives 0.84% (n = 340,000);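 active means B-score under library mean minus 4 SD, starting fluorescence ratio at most library mean plus 5 SD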;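 further: more negative B-score means stronger inhibition of thallium flux through KCNK3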
Target sequence (O14649 whole entry, looked up): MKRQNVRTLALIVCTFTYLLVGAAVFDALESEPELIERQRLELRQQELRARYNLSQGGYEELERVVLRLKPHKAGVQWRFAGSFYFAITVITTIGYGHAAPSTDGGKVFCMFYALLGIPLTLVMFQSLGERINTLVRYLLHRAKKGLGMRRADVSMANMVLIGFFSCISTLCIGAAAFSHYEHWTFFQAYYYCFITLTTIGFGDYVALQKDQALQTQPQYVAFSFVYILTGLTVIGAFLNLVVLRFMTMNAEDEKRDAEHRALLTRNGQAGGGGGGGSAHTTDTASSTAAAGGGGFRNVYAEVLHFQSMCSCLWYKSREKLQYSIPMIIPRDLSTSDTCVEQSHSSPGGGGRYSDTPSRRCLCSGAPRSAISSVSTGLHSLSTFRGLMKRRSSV
GSK3A inh – blockers of GSK3A enzyme activity – biochemical, luminescence, cell-free homogeneous, HTS, primary screen; actives 0.1% (n = 320,000); GSK-3 alpha kinase, ADP-Glo luminescence, 60 min; Glycogen synthase kinase-3 alpha (Homo sapiens), P49840; inhibition, % at 10 µM; AID 2650, 2010;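 in the data active means inhibition above about 50%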;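 further: GST-tagged GSK-3 alpha with peptide substrate and 25 µM ATP; 0% = DMSO neutral wells and 100% = GW8510 positive control wells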
Target sequence (P49840 whole entry, looked up): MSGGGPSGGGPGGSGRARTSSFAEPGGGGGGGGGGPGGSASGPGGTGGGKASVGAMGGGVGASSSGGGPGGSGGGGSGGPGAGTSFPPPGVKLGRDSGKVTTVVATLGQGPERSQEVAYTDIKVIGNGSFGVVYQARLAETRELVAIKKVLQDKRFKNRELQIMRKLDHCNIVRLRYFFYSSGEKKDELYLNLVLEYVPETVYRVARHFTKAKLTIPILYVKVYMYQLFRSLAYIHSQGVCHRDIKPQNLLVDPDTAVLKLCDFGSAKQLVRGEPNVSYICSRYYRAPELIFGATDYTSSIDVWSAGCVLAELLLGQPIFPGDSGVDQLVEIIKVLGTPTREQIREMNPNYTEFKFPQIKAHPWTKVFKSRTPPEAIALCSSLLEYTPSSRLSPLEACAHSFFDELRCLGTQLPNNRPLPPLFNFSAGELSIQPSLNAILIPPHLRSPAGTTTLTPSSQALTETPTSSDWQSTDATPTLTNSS
Starred values were filed as active, the others as inactive; i = inactive. The list is partial; the hit share may differ from the screen's.

Values in the order – KCNK3 inh	GSK3A inh
1: CCCC(C(=O)Nc1ccc(S(=O)(=O)N2CCOCC2)cc1)c1ccccc1 (stereo not given)
    i	2
2: Cc1csc(=O)n1CC(=O)Nc1ccc(Cl)cc1F
    i	-1
3: Cc1cc(NC(=O)CSCC(=O)OCc2nnc(-c3ccc(F)cc3)o2)no1
    i	1
4: CCN1C(=O)c2cccc3c(S(=O)(=O)N4CCNCC4)ccc1c23
    i	-3
5: COc1ccc(NC(=O)CN(C)C(=O)COc2ccccc2Cc2ccccc2)cc1
    i	7
6: CCN(CC)S(=O)(=O)c1ccc(N2CCOCC2)c(NC(=O)c2[nH]c(C)c(C(C)=O)c2C)c1
    i	-1
7: CC1CCN(C(C)C(=O)Nc2cc(S(=O)(=O)N3CCCCC3)ccc2Cl)CC1 (stereo not given)
    i	-2
8: Cc1cccc([N+](=O)[O-])c1C(=O)O
    i	-4
9: CC(C)(C)C(=O)/C=C1\SCC(=O)N1CC(=O)N1CCN(c2ccccc2)CC1
    i	-2
10: CCOC(=O)C1CCN(C(=O)c2cccc(NS(=O)(=O)c3ccc(Br)cc3)c2)CC1
    i	-1
11: CC(NC(=O)c1ccc(S(=O)(=O)Nc2ccccc2)cc1)c1ccc(S(N)(=O)=O)cc1 (stereo not given)
    i	-2
12: O=C(COC(=O)c1ccc(O)cc1)Nc1ccc2c(c1)OCCO2
    i	6
13: CC(=O)c1ccc(N2CCN(C(=O)C3CCN(S(=O)(=O)c4ccc(F)cc4)CC3)CC2)cc1
    i	0
14: O=C(/C=C/c1ccc(S(=O)(=O)N2CCOCC2)cc1)Nc1ccc(F)c(F)c1F
    i	0
15: O=C(COC(=O)Cc1ccc(Cl)cc1)NC1CCCC1
    i	-4
16: Cc1ccc(C)c(NC(=O)CCN2C(=O)C3CC=CCC3C2=O)c1 (stereo not given)
    i	-1
17: CCC1CCC2(CC1)NC(=O)N(CC(=O)NCc1ccccc1Cl)C2=O (stereo not given)
    i	-4
18: Cc1nn(-c2ccccc2)c(C)c1/C=C/C(=O)OCC(=O)Nc1ccc(S(N)(=O)=O)cc1
    i	-3
19: CSCCC(NC(=O)c1ccccc1)C(=O)NCC(C)(C)N1CCOCC1 (stereo not given)
    i	-1
20: O=C(Nc1cc(C(F)(F)F)ccc1N1CCOCC1)C1CC1
    i	3
21: COc1ccc(C(CNC(=O)CNC(=O)c2cccc(C)c2)N2CCOCC2)cc1 (stereo not given)
    i	-4
22: Cc1noc(C)c1CSCC(=O)Nc1cccc(C(F)(F)F)c1
    i	-4
23: CC(OC(=O)c1cccc(-n2cnnn2)c1)C(=O)NC1(C#N)CCCCC1 (stereo not given)
    i	0
24: CC(C)=CCC/C(C)=C/CNC(=O)CC1C[C@H](C(=O)N2CCCCC2)[C@@]2(C)c3[nH]c4ccccc4c3CCN2C1=O (stereo not given in full)
    i	-1
25: Cc1ccc(-n2c(C)nnc2SCC(=O)N(C)C2CCS(=O)(=O)C2)cc1 (stereo not given)
    i	0
26: CC(=O)Nc1ccc(S(=O)(=O)NCCC(=O)OCc2ccccc2F)cc1
    i	6
27: O=C(COC(=O)/C=C/c1ccccc1Cl)NCC1CCCO1 (stereo not given)
    i	-2
28: O=C(COC(=O)COc1ccc(Cl)cc1Br)NC1CCCCCC1
    i	-3
29: Cc1ccc(S(=O)(=O)NC(CC(C)C)C(=O)NCC(c2ccco2)N2CCCCC2)cc1 (stereo not given)
    i	2
30: COc1ccc(OC)c(NC(=O)CSc2nc3nc(C)cc(C)n3n2)c1
    i	-2

The last five records of the section before open the next one:
Values in the order – KCNK3 inh	GSK3A inh
26: CC(=O)Nc1ccc(S(=O)(=O)NCCC(=O)OCc2ccccc2F)cc1
    i	6
27: O=C(COC(=O)/C=C/c1ccccc1Cl)NCC1CCCO1 (stereo not given)
    i	-2
28: O=C(COC(=O)COc1ccc(Cl)cc1Br)NC1CCCCCC1
    i	-3
29: Cc1ccc(S(=O)(=O)NC(CC(C)C)C(=O)NCC(c2ccco2)N2CCCCC2)cc1 (stereo not given)
    i	2
30: COc1ccc(OC)c(NC(=O)CSc2nc3nc(C)cc(C)n3n2)c1
    i	-2
31: Cc1cccc(NC(=O)C(C)Sc2nc3ccccc3c(=O)n2CCCN2CCOCC2)c1 (stereo not given)
    i	2
32: O=C(O)c1ccc(/C=N/NC(=O)c2cc3ccccc3cc2O)cc1
    i	6
33: Cc1cc(NS(=O)(=O)c2ccc(NC(=O)c3ccccc3F)cc2)no1
    i	-3
34: COc1ccc(CC(=O)Nc2cccc(S(=O)(=O)N3CCOCC3)c2)cc1OC
    i	0
35: COc1cccc(NC(=O)CN2C(=O)NC(C)(C3CC3)C2=O)c1 (stereo not given)
    i	-3
36: CC1CC(C)CN(C(=O)COC(=O)c2c[nH]c3ccccc23)C1 (stereo not given)
    i	-1
37: COc1ccc(NC(=O)C2CCCN(C(=O)c3ccc(Cl)cc3)C2)cc1Cl (stereo not given)
    i	-1
38: COC(=O)c1ccccc1NC(=O)c1ccc(COc2ccccc2)o1
    -10*	3
39: COc1cc(C=NNC(=O)c2cccnc2)ccc1OC(=O)c1ccccc1F
    i	-1
40: CN(C)c1cccc(C(=O)NNC(=O)CN2C(=O)C3CC=CCC3C2=O)c1 (stereo not given)
    i	-11
41: O=C(Nc1ccc(N2CCOCC2)c(S(=O)(=O)Nc2ccccc2Cl)c1)c1ccc(F)cc1
    i	0
42: CN(CC(=O)OCC(=O)NCc1ccccc1)S(=O)(=O)c1ccc(F)cc1
    i	1
43: Cc1ccc(CNC(=O)COC(=O)c2cccc(S(=O)(=O)N3CCCCC3)c2)cc1
    i	3
44: O=C(CN1C(=O)NC2(CCCCC2)C1=O)NNC(=O)C1CC1
    i	-1
45: O=C(NCc1ccc(Cl)cc1)c1ccc(S(=O)(=O)N2CCCCC2)cc1
    i	0
46: N#Cc1cccc(NCC(=O)Nc2cccc(S(=O)(=O)N3CCCCC3)c2)c1
    i	-2
47: CN1CCN(C(=O)C2CCN(S(=O)(=O)c3ccccc3[N+](=O)[O-])CC2)CC1
    i	3
48: Cc1cc(=O)c(C(=O)Nc2cccc(N3CCCC3=O)c2)nn1-c1ccccc1Cl
    i	20
49: O=C(COC(=O)Cc1ccc(Cl)cc1)NCCc1ccccc1
    i	0
50: Cc1cc(NC(=O)c2ccc3nccnc3c2)ccc1Br
    i	-2
51: O=C(COC(=O)c1cccc(S(=O)(=O)N2CCCCC2)c1)NC1CCCCC1
    i	-1
52: Cc1cccc(C(=O)NCC(=O)N2CC=C(c3ccccc3)CC2)c1
    i	-3
53: Cc1ccc(NC(=O)c2nc3nccc(C)n3n2)cc1S(=O)(=O)N1CCCCC1
    i	1
54: CN(c1ccc(C(=O)N2CCCCCC2)cc1)S(=O)(=O)c1ccccc1
    i	0
55: O=C(OCc1nnc(-c2ccccc2)o1)c1ccc([N+](=O)[O-])s1
    i	-2
56: COc1ccc(C(=O)N2CCN(c3ccc(C(C)=O)cc3)CC2)cc1S(=O)(=O)N1CCCC1
    i	2
57: CC1CN(S(=O)(=O)c2cccc(C(=O)OCCOc3ccccc3)c2)CC(C)O1 (stereo not given)
    i	-2
58: CCOC(=O)C1CCCN(C(=O)c2cccc(N3C(=O)c4ccccc4C3=O)c2)C1 (stereo not given)
    i	-1
59: CC(=O)c1ccc(S(=O)(=O)N2CCN(CC(=O)NC(=O)NC3CCCCC3)CC2)cc1
    i	5
60: CC(C)[C@H](NS(=O)(=O)c1cccc(Cl)c1)C(=O)OCC(=O)NC(=O)CN1CCCC1=O
    i	-5

Part of the list above in order of molecular weight, low to high.
Values in the order – KCNK3 inh	GSK3A inh
15: O=C(COC(=O)Cc1ccc(Cl)cc1)NC1CCCC1
    i	-4
16: Cc1ccc(C)c(NC(=O)CCN2C(=O)C3CC=CCC3C2=O)c1 (stereo not given)
    i	-1
42: CN(CC(=O)OCC(=O)NCc1ccccc1)S(=O)(=O)c1ccc(F)cc1
    i	1
47: CN1CCN(C(=O)C2CCN(S(=O)(=O)c3ccccc3[N+](=O)[O-])CC2)CC1
    i	3
24: CC(C)=CCC/C(C)=C/CNC(=O)CC1C[C@H](C(=O)N2CCCCC2)[C@@]2(C)c3[nH]c4ccccc4c3CCN2C1=O (stereo not given in full)
    i	-1

Next part.
Values in the order – KCNK3 inh	GSK3A inh
61: O=C(CNC(=O)OCc1ccccc1)Nc1ccc(F)cc1
    i	15
62: Nc1c(N(CCC2=CCCCC2)C(=O)Cc2ccccc2F)c(=O)[nH]c(=O)n1Cc1ccccc1
    i	-1
63: Nc1ncccc1C(=O)OCC(=O)N1CCN(S(=O)(=O)c2ccc(Cl)cc2)CC1
    i	0
64: COc1cc(C(=O)OCC(=O)NCC2CCCO2)cc(OC)c1OC (stereo not given)
    i	-3
65: CSc1ccccc1NC(=O)COC(=O)Cn1cc(C(F)(F)F)ccc1=O
    i	15
66: CCc1ccc(N2CC(C(=O)OCC(=O)Nc3ccccc3C)CC2=O)cc1 (stereo not given)
    i	1
67: COc1ccc(CCNC(=O)c2cc(-c3ccccn3)nc3ccccc23)cc1
    i	-1
68: COc1ccc(CCNC(=O)c2cc(S(=O)(=O)N3CCOCC3)ccc2F)cc1
    i	-1
69: COc1ccc(NC(=O)c2cc(S(=O)(=O)N3CCCC3)ccc2C)cn1
    i	-2
70: COC(=O)[C@]1(Cc2ccccc2)N[C@H](CN(C)S(=O)(=O)c2ccc(OC(F)(F)F)cc2)[C@@H]2C(=O)N(Cc3ccccc3)C(=O)[C@@H]21
    i	-2
71: CC(C)(C)C1N=C(c2ccc3ccccc3c2)OC1=O (stereo not given)
    i	-6
72: CC1CN(S(=O)(=O)c2ccc(C(=O)Nc3nncs3)cc2)CC(C)O1 (stereo not given)
    i	0
73: Cc1cc(C)n2nc(SCC(=O)N3CC(C)CC(C)C3)nc2n1 (stereo not given)
    i	-2
74: CC12CCC(=O)N1C(C(=O)NNC(=O)c1ccccc1F)CS2 (stereo not given)
    i	0
75: COc1ccc(OC)c(S(=O)(=O)NCC(=O)NC2CCCCCC2)c1
    i	2
76: CCc1ccc2nc(NC(=O)CN3C(=O)NC4(CCCC4)C3=O)sc2c1
    i	-1
77: Nc1cc(N)nc(SCC(=O)NCC(=O)Nc2ccc(F)c(F)c2F)n1
    i	-4
78: CC1(c2ccccc2)NC(=O)N(CC(=O)Nc2ccc3c(c2)CCC3)C1=O (stereo not given)
    i	0
79: CC(C)NC(=O)N(C)C[C@H]1Oc2ccc(NC(=O)Cn3cnnn3)cc2C(=O)N([C@H](C)CO)C[C@@H]1C
    i	0
80: O=C(COc1cc(F)ccc1[N+](=O)[O-])N1N=C(c2cccs2)CC1c1ccco1 (stereo not given)
    i	0
81: CCc1ccccc1N1CC(C(=O)N2Cc3ccccc3CC2C(N)=O)CC1=O (stereo not given)
    i	0
82: Cc1cc(C)c(NC(=O)CN(C)C(=O)c2ccc(OCc3ccccc3)cc2)c(C)c1
    i	4
83: Nc1ccn(CC(=O)NCCNc2ccc([N+](=O)[O-])cn2)c(=O)n1
    i	6
84: Cc1ccc(S(=O)(=O)N2CCOCC2)cc1NC(=O)CSc1nnnn1C1CCCC1
    i	-2
85: Cc1noc(C)c1COc1ccc(C(=O)NCCOc2ccccc2)cc1
    i	-3
86: Cc1ccc(S(=O)(=O)N2CCOCC2)cc1NC(=O)COc1cccc(-n2cnnn2)c1
    i	-6
87: Cc1ccnc(NC(=O)C(Cc2ccccc2)NC(=O)c2ccccc2)c1 (stereo not given)
    i	1
88: CCN(CC)C(=O)[C@H]1CC(CC(=O)NC/C=C(\C)CCC=C(C)C)C(=O)N2CCc3c([nH]c4ccccc34)[C@]12C (stereo not given in full)
    i	-2
89: COc1ccc(C(=O)OCC(=O)c2ccc3c(c2)NC(=O)CO3)cc1OC
    i	-4
90: C=CCn1c(SCC(=O)NC(=O)Cc2ccccc2)nc2ccccc2c1=O
    i	-1

Continuation.
Values in the order – KCNK3 inh	GSK3A inh
91: O=C(c1cccs1)N1CCN(C(=O)c2cn(-c3ccccc3)nc2-c2ccccc2)CC1
    i	-2
92: O=C(CNC(=O)c1cccc(F)c1)NC1CC1
    i	-1
93: COc1ccc(C(=O)C(C)OC(=O)COc2ccccc2)cc1 (stereo not given)
    i	0
94: NS(=O)(=O)c1ccc(NC(=O)CSc2nnc(C3CC3)n2C2CC2)cc1
    i	-1
95: Cc1nnc(SCC(=O)NNC(=O)c2ccccc2)n1N
    i	-2
96: Cc1noc(NS(=O)(=O)c2ccc(NC(=O)c3cccc(S(=O)(=O)Nc4ccccc4F)c3)cc2)c1C
    i	-5
97: COc1ccc2oc(C(=O)OCC(=O)NCCc3ccc(S(N)(=O)=O)cc3)c(C)c2c1
    i	-1
98: CCOc1ccc(C(=O)NCC(=O)N2CCN(c3ccc(C(F)(F)F)cn3)CC2)cc1
    i	-1
99: CC1CCCC(NC(=O)Cn2cc(C(F)(F)F)cc(Cl)c2=O)C1C (stereo not given)
    i	-8
100: O=C(CN1C(=O)NC2(CCCc3ccccc32)C1=O)N1CCN(c2cccc(C(F)(F)F)c2)CC1 (stereo not given)
    i	-1
101: CCc1noc(C)c1C(=O)OCC(=O)Nc1ccc2c(c1)OCO2
    i	0
102: COc1ccccc1OCc1ccc(C(=O)NCC2CCCO2)cc1 (stereo not given)
    i	-3
103: CC1CCCCN1C(=S)NC(=O)c1cc(Br)ccc1Cl (stereo not given)
    i	0
104: Cc1ccccc1NC(=O)Cc1nc(COC(=O)c2ccc(C(F)(F)F)cc2)cs1
    i	-1
105: CSCc1c(C(=O)Nc2ccccc2N2CCOCC2)oc2ccccc12
    i	-5
106: O=C(CSc1ncc(C(F)(F)F)cc1Cl)N1CCNC1=O
    i	-1
107: COc1ccc(NC(=O)COC(=O)c2ccc(OC)c(S(=O)(=O)N3CCCC3)c2)cc1OC
    i	-6
108: Fc1ccc2cnc(-c3ccccc3)cc2c1
    i	-3
109: CCC(=O)c1ccc(OCC(=O)Nc2nc(C)cs2)cc1
    i	1
110: CC(=O)N1CCN(S(=O)(=O)c2cccc(C(=O)NNC(=O)COc3ccc(F)cc3)c2)CC1
    i	-2
